Source: PubChem BioAssay
S100A4 inh HTS: inhibitors of human S100A4 binding to myosin IIA peptide. AID 652163. actives 0.14% (n = 360,000). S100A4/TAMRA-MyoIIA peptide fluorescence polarization. P26447. inhibition, % at 10.7 µM;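 active = mean inhibition of at least 70% across replicates, with every replicate also reaching that level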
Target sequence (P26447 whole entry, looked up): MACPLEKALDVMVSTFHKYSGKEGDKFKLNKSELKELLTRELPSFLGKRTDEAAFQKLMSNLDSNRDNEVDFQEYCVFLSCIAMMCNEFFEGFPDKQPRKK
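Test system: S100A4 monomer protein. Medium: HEPES buffer with Ca2+, pH 7.2. Reagent: fluorescent myosin IIA peptide, 5 nM. Compound dosing: single-point compound testing. Timing: 5 min between mix addition and reading. Benchmarks: DMSO neutral and TFP positive wells.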
FN deposition inh: fibronectin deposition inhibition. actives 0.086% (n = 350,000). AH1F fibroblasts, Alexa488-fibronectin deposition fluorescence, overnight. inhibition, % at 12.6 µM;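 active = mean inhibition across replicates of 30% or more, regardless of how many single replicates reach that level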;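 note: positive control wells lacked labelled fibronectin entirely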
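Material: AH1F fibroblasts assembling fluorescent fibronectin matrix; amount: 10000 AH1F cells/well; medium: DMEM, 2% serum; reagent: Alexa488-fibronectin, 24 nM final in well; dosing: single compound dose, delivered by pin transfer; incubation: 1 h adhesion, overnight exposure; detection: fluorescence after three HBSS washes, excitation 485 nm, emission 525 nm; measure: fibronectin deposition inhibition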
PglD inh: blocks C. jejuni PglD acetyltransferase activity | purified PglD enzyme, DTNB colorimetric CoA detection | inhibition, % at 12.5 µM | actives 0.098% (n = 360,000); in the data active = inhibition above about 16%, passing the limit was not always enough; note: strong numbers were not always called active
EWS-Fli inh: blocks EWS/Fli oncoprotein-driven transcription. A673 NR0B1-luciferase reporter, viability-normalised. inhibition, % at 12.6 µM. actives 0.67% (n = 350,000);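 active = mean inhibition of at least 50% after viability correction, with every replicate also passing that limit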;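 note: firefly luciferase signal divided by Alamar Blue viability fluorescence both relative to DMSO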
ERAP1 inh: ERAP1 (human) enzyme inhibition | recombinant ERAP1, Leu-AMC fluorescence, 60 min | inhibition, % at 10.7 µM | actives 0.15% (n = 340,000);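 active = mean replicate inhibition of at least 30%, or all replicates individually reaching that 30% level; inactive = mean below 30% and not every replicate reaching it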;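 note: 0% = neutral control wells and 100% = L-leucinethiol positive control wells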
Target sequence (Q9NZ08 whole entry, looked up): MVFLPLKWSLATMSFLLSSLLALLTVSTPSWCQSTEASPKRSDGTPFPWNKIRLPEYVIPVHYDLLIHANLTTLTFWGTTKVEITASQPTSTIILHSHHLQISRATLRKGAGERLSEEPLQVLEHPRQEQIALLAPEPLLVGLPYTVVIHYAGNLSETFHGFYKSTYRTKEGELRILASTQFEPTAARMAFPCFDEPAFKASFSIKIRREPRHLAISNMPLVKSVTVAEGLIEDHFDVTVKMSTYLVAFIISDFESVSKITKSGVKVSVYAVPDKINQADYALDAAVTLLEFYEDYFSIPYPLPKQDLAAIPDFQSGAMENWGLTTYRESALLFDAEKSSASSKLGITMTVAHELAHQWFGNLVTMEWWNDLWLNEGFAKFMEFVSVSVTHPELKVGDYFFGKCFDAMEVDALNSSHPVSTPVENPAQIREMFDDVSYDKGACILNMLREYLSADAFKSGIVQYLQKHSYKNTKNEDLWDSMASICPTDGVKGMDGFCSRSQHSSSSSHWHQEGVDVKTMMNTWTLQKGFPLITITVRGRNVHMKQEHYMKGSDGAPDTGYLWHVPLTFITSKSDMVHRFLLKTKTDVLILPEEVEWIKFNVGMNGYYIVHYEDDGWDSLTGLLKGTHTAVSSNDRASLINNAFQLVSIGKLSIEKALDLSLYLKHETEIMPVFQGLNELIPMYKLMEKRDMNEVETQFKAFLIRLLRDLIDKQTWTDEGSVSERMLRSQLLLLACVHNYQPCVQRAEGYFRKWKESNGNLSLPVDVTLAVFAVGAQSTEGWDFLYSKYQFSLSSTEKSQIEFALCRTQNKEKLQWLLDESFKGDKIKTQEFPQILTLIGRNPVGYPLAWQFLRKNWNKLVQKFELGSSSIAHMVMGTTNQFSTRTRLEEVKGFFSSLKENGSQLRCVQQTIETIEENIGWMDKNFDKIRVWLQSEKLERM
PAX8 inh HTS: lowers PAX8-driven luciferase in RMG-I cells; inhibition, % at 12.6 µM; actives 1.2% (n = 360,000); RMG-I TPO-luciferase reporter, SteadyGlo, 24 h;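 active = mean replicate inhibition at least 60% with every replicate also reaching 60%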;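 note: luciferase light reporting Pax8 driven TPO promoter activity; plate controls were median of neutral control wells for no effect and mitoxantrone controls for full effect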
LGR2 inh: Drosophila LGR2 receptor signaling inhibition | HEK293 LGR2, CRE-luciferase, bursicon-stimulated, 4 h | inhibition, % at 9.99 µM | actives 0.35% (n = 380,000) | AID 720647;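 active = drop in luminescence signal, shown as inhibition above about 50% in the replicate tests, limit read from the data, passing the limit was not always enough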;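 note: agonist challenge used bursicon conditioned medium at about half maximal strength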
PGC1a acetyl inh: lowers PGC1a acetylation signal in U2OS cells | actives 0.17% (n = 350,000) | AlphaScreen anti-acetyl-lysine; with virally co-expressed GCN5 acetyltransferase | inhibition, % at 15.6 µM;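 active = every replicate shows inhibition of at least 40%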;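 note: 0% = neutral control wells and 100% = positive control wells; some results beyond the cut were filed as inactive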
* hit, by the source's call; x = not tested or not shown.

The line under a structure holds: S100A4 inh HTS, FN deposition inh, PglD inh, EWS-Fli inh, ERAP1 inh, PAX8 inh HTS, LGR2 inh, PGC1a acetyl inh
CC(C)NC(=O)Nc1ccc2c(c1)C(=O)N([C@@H](C)CO)C[C@@H](C)[C@H](CN(C)Cc1ccncc1)O2
→ 1, x, -5, -15, 0, -16, 13, 8
O=C1CN(C(=O)/C=C/c2ccco2)c2ccccc2N1
→ 0, -11, 1, -6, 0, 3, x, x
O=C(CCC(=O)Nc1nnc(C2CCCCC2)s1)NCc1cccs1
→ x, 4, 0, x, x, -8, x, 10
O=C(Cn1cncn1)N/N=C/c1ccccc1O
→ -3, 11, x, -13, -7, -7, -24, 3
COc1ccc(S(=O)(=O)N2CCCCCC2)cc1NC(=O)c1ccccc1S(C)(=O)=O
→ -5, -4, -4, 2, 4, -2, x, x
CN1CCCC1(C)C(=O)NCc1ccc(F)cc1Cl (stereo unspecified)
→ 12, 3, 3, -10, 0, -23, 13, 6
CN(CC(=O)Nc1ccc(Cl)cc1)C(=O)CCc1c[nH]c2ccccc12
→ 4, 6, -3, 12, -2, 4, 1, x
N#Cc1cc2cc3c(cc2nc1NCCNC(=S)NCCCN1CCOCC1)OCO3
→ 2, -10, x, -4, -38, 29, 6, 6
CC(=O)N1N=C(c2ccc([N+](=O)[O-])cc2)CC1c1ccccc1Cl (stereo unspecified)
→ -1, -13, 1, 13, -1, 13, 10, x
COC(=O)c1sc(NC(=O)c2ccoc2C)nc1C
→ x, 7, 2, x, x, -51, x, -3
Cc1ccc(CS(=O)(=O)CCC(=O)NCCN2CCCC2)cc1
→ 4, x, x, -4, 10, x, 7, x
O=C(NCCc1ccc(Cl)cc1)C(=O)Nc1cc2c3c(c1)CC(=O)N3CCC2
→ 4, 7, 4, 0, 4, 17, 1, 1
O=C1N/C(=N\c2ccccn2)SC1Cc1ccccc1Cl (stereo unspecified)
→ -3, -7, x, 6, x, 17, -3, x
CN(c1ccccc1)S(=O)(=O)c1cccc(C(=O)NNC(=O)c2ccncc2)c1
→ -1, 1, -6, -1, 7, -14, 20, x
Cc1cc(C)n(CC(=O)c2cccc(N)c2)n1
→ -6, 4, 0, 1, 4, 0, 13, -2
CCOC(=O)c1c(C)[nH]c(C)c1S(=O)(=O)NCc1cc(C)ccc1C
→ 2, 8, x, -10, -3, 9, 5, -13
CCN1C(=O)C(CC(=O)Nc2ccc(OC)cc2)N(Cc2ccco2)C1=S (stereo unspecified)
→ x, -4, -7, x, x, 1, -21, -7
Cc1ccc(C)c(/C=N/Nc2ccccn2)c1
→ 4, -3, 2, -41, 2, 21, -30, 1
COc1ccc(NC(=O)CCCn2nc(C)c3c(C)n(-c4ccccc4)nc3c2=O)cc1
→ 2, 5, -1, x, -2, 13, 6, 7
O=S(=O)(Cc1ccccc1)N1CCCCN2[C@H](CO)[C@@H](c3ccc(-c4ccccc4)cc3)[C@H]2C1
→ -2, x, 6, -1, 1, 2, 12, -3
Cc1cc(O)c(C(=O)/C=C/c2ccc(Cl)cc2)c(=O)o1
→ -12, x, -6, -29, 2, -74, -36, 7
Cc1cc2nc(-c3cccc(Br)c3)c(Cc3ccsc3)n2c(C)c1Br
→ -6, -16, x, -15, 0, 27, 12, x
CNC(=O)COC(=O)/C=C/c1nc2ccccc2s1
→ 2, -3, x, 3, -2, 0, -4, -17
Cc1ccc(Oc2nc3c(c(=O)n(Cc4ccccc4F)c(=O)n3C)n2C)cc1
→ -3, x, 5, x, 0, x, -3, x
CCCCN(C)CCNC(=O)Cn1ncc2c(=O)oc3ccc(C)cc3c21
→ 3, -2, 2, 0, 16, -2, 14, -21
CCN(C(=O)COc1ccc(C)cc1OC)c1cccc2ccccc12
→ -29, x, -6, 20, 2, 9, 19, -6
Cc1ccc(S(=O)(=O)N(C)C[C@@H]2OCCCC[C@@H](C)Oc3ccc(NC(=O)NC(C)C)cc3C(=O)N([C@H](C)CO)C[C@H]2C)cc1
→ -9, 13, -4, -3, 0, -10, 11, -1
O=C(O)C[C@@H]1CC[C@H](NC(=O)c2ccncc2)[C@@H](CO)O1
→ 2, 11, -2, -9, 0, 1, 3, 9
COc1cccc(NC(=O)CN2C(=O)COc3ccc(S(=O)(=O)N4CCC(C)CC4)cc32)c1
→ -13, -13, 2, x, -1, 5, 3, -22
CCOC(=O)C(=O)Nc1ccccc1C(=O)OCC
→ -15, 1, 4, -6, 2, -3, -7, x
O=[N+]([O-])c1cc(S(=O)(=O)N2CCOCC2)ccc1N1CCNCC1
→ -7, 1, 4, 13, 1, -10, 1, 10
Cc1ccc2oc(=O)c3cc(C(=O)NCCCN4CCCC(C)C4)sc3c2c1 (stereo unspecified)
→ 5, 16, 5, 8, 0, 10, -17, 7
Cc1ccc(C(O)c2ncc(-c3ccccc3Cl)[nH]2)cc1F (stereo unspecified)
→ 3, 2, 2, -8, 0, -1, 6, x
O=C(NCCNC(=O)c1ccc(Cl)cc1Cl)c1ccccn1
→ -1, -4, -2, 0, -5, -13, 13, -3
COc1ccc(NC(=O)COCC(=O)Nc2ccc(C)cc2)cc1
→ 0, 5, -3, 16, -4, 25, 4, 28
CNC(=O)CC1C(=O)N(c2ccc(OC)cc2)C(=S)N1NC(=O)c1cccc(F)c1 (stereo unspecified)
→ 8, 0, -6, 7, x, 12, 0, -12
C[C@H](CO)N1C[C@H](C)[C@@H](CN(C)C(=O)Nc2ccc(C(F)(F)F)cc2)OCCCC[C@H](C)Oc2ccc(NC(=O)Nc3ccc(F)cc3)cc2C1=O
→ -7, 6, -2, -3, 2, 13, 10, 0
CC[C@]1(C(=O)OC)[C@H]2C(=O)N(C)C(=O)[C@H]2[C@H]2CN=C(SC)N21
→ 7, 0, -6, -4, -1, -3, 10, 1
Cc1ccc(NC(=O)c2sc3nc4c(c(-c5ccco5)c3c2N)CCC4)cc1
→ x, 1, -5, x, x, -31, x, -25
Cc1ccc(NS(=O)(=O)c2cccc(C(=O)O)c2)c(C)c1
→ 1, x, 1, -12, -3, x, 5, -3

3 entries already listed, sorted by heavy-atom count, rising:
The line under a structure holds: S100A4 inh HTS, FN deposition inh, PglD inh, EWS-Fli inh, ERAP1 inh, PAX8 inh HTS, LGR2 inh, PGC1a acetyl inh
O=C(O)C[C@@H]1CC[C@H](NC(=O)c2ccncc2)[C@@H](CO)O1
→ 2, 11, -2, -9, 0, 1, 3, 9
O=C(NCCNC(=O)c1ccc(Cl)cc1Cl)c1ccccn1
→ -1, -4, -2, 0, -5, -13, 13, -3
Cc1ccc2oc(=O)c3cc(C(=O)NCCCN4CCCC(C)C4)sc3c2c1 (stereo unspecified)
→ 5, 16, 5, 8, 0, 10, -17, 7

(continued)
The line under a structure holds: S100A4 inh HTS, FN deposition inh, PglD inh, EWS-Fli inh, ERAP1 inh, PAX8 inh HTS, LGR2 inh, PGC1a acetyl inh
Cc1cc2c(c(=O)o1)C(c1ccc([N+](=O)[O-])o1)C(C#N)=C(N)O2 (stereo unspecified)
→ 8, 7, 4, 0, 2, 1, 15, 4
COc1ccc(NC(=O)COC(=O)Cn2cnc3ccccc3c2=O)cc1OC
→ 0, 6, 3, 6, x, -16, 4, 9
CC(=O)NC(Cc1c[nH]c2ccccc12)C(=O)NCCc1ccccc1 (stereo unspecified)
→ -5, -3, -8, -1, 2, 2, -3, 28
O=C(CCC(=O)Nc1ccccc1Cl)NNC(=O)c1ccco1
→ x, -3, -1, x, x, -2, 12, 6
CC(C)[C@H](NC(=O)c1ccccc1)C(=O)O
→ -1, 1, x, 2, 1, -4, -7, -2
CCCCNC(=O)c1nc(-c2cc3ccccc3[nH]2)oc1-c1ccccc1
→ 3, 7, x, 5, 5, 29, -5, x
C[C@H](CO)N1C[C@H](C)[C@H](CN(C)C(=O)C2CCCCC2)Oc2cc(C#CC(C)(C)O)ccc2S1(=O)=O
→ -8, x, -1, -14, 0, x, 7, -9
CCN1CCCC1CNC(=O)Cn1cc(C)c(=O)[nH]c1=O (stereo unspecified)
→ 0, 5, 2, 11, -10, 2, 26, x
O=C(COC(=O)C1=Cc2ccccc2OC1)NCc1ccco1
→ 0, x, x, 7, -1, 8, -49, 1
COc1cc([N+](=O)[O-])ccc1NC(=O)CSc1nc2ccccc2n1-c1ccccc1
→ -1, 8, x, 6, -2, x, x, x
O=C(Nc1ccccc1)Nc1ccc2c(c1)[C@@H]1C[C@H](CC(=O)N3CCCCC3)O[C@H](CO)[C@@H]1O2
→ 1, x, 0, 0, 1, -7, -60, -17
COc1cc(Cl)c(CN2CCCC(CO)(Cc3cccc(Cl)c3)C2)cc1OC (stereo unspecified)
→ -6, 4, -1, 12, 0, 34, 15, 0
CC(C)Cn1c(SC(C)C(=O)Nc2ccc(N3CCOCC3)cc2)nc2ccccc21 (stereo unspecified)
→ 1, -1, x, 2, 1, 12, 3, x
Cn1cnc(CCNC(=O)C[C@H]2CC[C@@H]3[C@H](COC[C@@H](O)CN3C(=O)C3CCCC3)O2)c1
→ -15, -9, 1, -4, 1, 6, 5, 1
C(=C\c1nnc(-c2cccs2)o1)/c1ccccc1
→ 0, x, -4, -61, 2, x, -31, -31
CCOc1ccc(NS(=O)(=O)c2ccc3[nH]cc(C(=O)NCCOC)c(=O)c3c2)cc1
→ x, -4, -1, x, x, -15, x, -5
C=CCN(Cc1nc(-c2ccc(OC)cc2)no1)C(=O)c1ccc2c(c1)OCO2
→ -16, -1, 5, 2, 2, -3, 8, x
Cc1c(Cl)cccc1NC(=O)CCC(=O)N/N=C/c1ccc[nH]1
→ -4, -3, x, 58*, 3, -8, 10, x

Compounds above with a nitro group on carbon:
The line under a structure holds: S100A4 inh HTS, FN deposition inh, PglD inh, EWS-Fli inh, ERAP1 inh, PAX8 inh HTS, LGR2 inh, PGC1a acetyl inh
CC(=O)N1N=C(c2ccc([N+](=O)[O-])cc2)CC1c1ccccc1Cl (stereo unspecified)
→ -1, -13, 1, 13, -1, 13, 10, x
O=[N+]([O-])c1cc(S(=O)(=O)N2CCOCC2)ccc1N1CCNCC1
→ -7, 1, 4, 13, 1, -10, 1, 10
Cc1cc2c(c(=O)o1)C(c1ccc([N+](=O)[O-])o1)C(C#N)=C(N)O2 (stereo unspecified)
→ 8, 7, 4, 0, 2, 1, 15, 4
COc1cc([N+](=O)[O-])ccc1NC(=O)CSc1nc2ccccc2n1-c1ccccc1
→ -1, 8, x, 6, -2, x, x, x

Single records (already shown):
Listed for CC(C)Cn1c(SC(C)C(=O)Nc2ccc(N3CCOCC3)cc2)nc2ccccc21 (stereo unspecified) → S100A4 inh HTS = 1; FN deposition inh = -1; PglD inh = x; EWS-Fli inh = 2; ERAP1 inh = 1; PAX8 inh HTS = 12; LGR2 inh = 3; PGC1a acetyl inh = x
Listed for CCN1CCCC1CNC(=O)Cn1cc(C)c(=O)[nH]c1=O (stereo unspecified) → S100A4 inh HTS = 0; FN deposition inh = 5; PglD inh = 2; EWS-Fli inh = 11; ERAP1 inh = -10; PAX8 inh HTS = 2; LGR2 inh = 26; PGC1a acetyl inh = x
